EPAC2 antag = EPAC2 (human) antagonism; Q8WZA2; EPAC2 GEF exchange of Rap1B-BODIPY-GDP, fluorescence; Potency, µM (top dose mostly 114 µM), inactives show at the top dose activity, negative = inhibition, most hits filed as inhibitors; 360,000 tested, 0.18% active; note: % is set by controls: 0 for no effect and ±100 for the full control effect; nearly all actives have a fitted effect of over 45% in size; many of its hits are not listed in these tables
Target sequence (Q8WZA2 whole entry, looked up): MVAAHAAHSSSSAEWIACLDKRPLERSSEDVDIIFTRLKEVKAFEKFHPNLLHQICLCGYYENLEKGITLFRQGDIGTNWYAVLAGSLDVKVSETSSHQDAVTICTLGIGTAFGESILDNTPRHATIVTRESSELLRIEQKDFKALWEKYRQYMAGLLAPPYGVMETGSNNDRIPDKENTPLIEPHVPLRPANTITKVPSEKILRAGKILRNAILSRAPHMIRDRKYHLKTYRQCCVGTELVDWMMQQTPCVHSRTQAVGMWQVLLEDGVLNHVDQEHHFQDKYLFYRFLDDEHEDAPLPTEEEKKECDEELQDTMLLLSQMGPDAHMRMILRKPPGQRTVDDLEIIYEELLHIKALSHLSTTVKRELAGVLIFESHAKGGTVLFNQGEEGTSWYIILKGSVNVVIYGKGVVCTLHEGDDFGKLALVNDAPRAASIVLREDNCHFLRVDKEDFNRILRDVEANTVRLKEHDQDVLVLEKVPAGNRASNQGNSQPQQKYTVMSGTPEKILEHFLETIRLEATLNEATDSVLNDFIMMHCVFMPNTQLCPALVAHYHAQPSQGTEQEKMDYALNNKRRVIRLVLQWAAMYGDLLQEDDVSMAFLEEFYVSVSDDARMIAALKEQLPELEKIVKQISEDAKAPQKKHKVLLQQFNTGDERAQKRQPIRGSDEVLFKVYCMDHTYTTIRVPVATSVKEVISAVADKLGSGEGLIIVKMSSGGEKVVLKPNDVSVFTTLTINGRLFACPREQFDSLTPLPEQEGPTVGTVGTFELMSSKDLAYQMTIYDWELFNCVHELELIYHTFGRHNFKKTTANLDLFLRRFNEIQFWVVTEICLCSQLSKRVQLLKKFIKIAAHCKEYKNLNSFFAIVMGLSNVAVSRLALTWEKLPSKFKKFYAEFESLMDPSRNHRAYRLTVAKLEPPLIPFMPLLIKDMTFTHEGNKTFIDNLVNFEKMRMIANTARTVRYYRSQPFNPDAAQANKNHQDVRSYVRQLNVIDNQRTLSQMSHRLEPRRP
EPAC1 antagonist = antagonists of human EPAC1; AID 720709; Potency, µM (series often up to 115 µM), for the others: top-dose activity change, negative = inhibition, hits mostly inhibitors; 360,000 tested, 0.14% active; EPAC1 GEF assay, Rap1b-BODIPY-GDP exchange fluorescence;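 note: plate controls were vehicle for no effect and positive control for full effect; nearly all actives have a fitted effect of over 50% in size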
EPAC1 ag = activates human EPAC1 exchange factor. Potency, µM (highest dose often 154 µM), without a hit: at the top dose activation, most hits filed as activators. 360,000 tested, 0.073% active. O95398. AID 720707. EPAC1 agonist qHTS, biochemical assay; response scale: 100% = response to 6.5 mM cAMP; note: nearly all actives have a fitted effect of over 60% in size
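Fluorescent GDP-exchange assay: 100 nM EPAC1 with 250 nM Rap1B preloaded with BODIPY-GDP and 50 uM GDP; compounds tested as concentration series, 5 min at room temperature, then read every 5 min for 30 min (ex 480/em 540 nm); normalized to 6.5 mM cAMP.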
PTHR1 ag = agonists of human PTHR1 parathyroid hormone receptor. AID 743266. 410,000 tested, 0.075% active. HEK293 GP2 PTHR1 cells, GloSensor cAMP luminescence, 1 h. Potency, µM (titrated, usually from 115 µM), without a hit: at the top dose activation, hits mostly activators. Q03431; note: nearly all actives have a fitted effect of over 55% in size; some results filed as inactive show a strong effect at the top dose; inactives centre near -15; many of its hits are not listed in these tables
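HEK-293-derived GP2 cells expressing PTHR1 and a GloSensor cAMP reporter, 3,000/well, plated overnight, given luciferin plus IBMX (each 0.5 mM as added) for 1 h at 37 °C, then compound for 1 h at 37 °C. Luminescence was read after 15 min at room temperature.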
EPAC2 ag = agonists of human EPAC2 (RAPGEF4); Q8WZA2; EPAC2 activation, biochemical qHTS; response scale: 100% = 6.5 mM cAMP response; 360,000 tested, 0.079% active; Potency, µM (series often up to 154 µM), inactives show at the top dose activation, usual class: activators; note: nearly all actives have a fitted effect of over 50% in size
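Nucleotide exchange monitored as fluorescence drop when BODIPY-GDP leaves Rap1B. Reaction: 100 nM EPAC2, 250 nM RAP1B-BODIPY-GDP, 50 uM GDP, room temperature, kinetic read over 30 min. Activity expressed relative to 6.5 mM cAMP.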
FUS suppressor = suppressors of FUS proteinopathy in yeast; S. cerevisiae FUS-expressing, growth rescue, OD600, 24 h; Potency, µM (highest dose often 76.6 µM), inactives show top-dose growth rescue (activation), hits mostly activators; 390,000 tested, 0.24% active; AID 1347120;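 note: plate controls were DMSO vehicle for no effect and reference control for full effect; nearly all actives have a fitted effect of over 55% in size; some results filed as inactive show a strong effect at the top dose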
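Quantitative HTS measuring growth restoration of FUS-toxic yeast. Galactose-induced cells (OD 0.005) were exposed 24hr at 30C to compounds at several concentrations, then absorbance at 600 nm was recorded.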
aSyn rescue = rescues yeast growth from alpha-synuclein toxicity. Yeast expressing alpha-synuclein, growth rescue, BacTiter-Glo, 24 h. Potency, µM (doses to about 46.1 µM), for inactives: at the top dose growth rescue (activation), hits mostly activators. 370,000 tested, 0.14% active. AID 652106; note: % of control where 0% means no effect; nearly all actives have a fitted effect of over 65% in size
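Rescue of yeast growth: cells expressing toxic alpha-synuclein, induced in galactose at OD600 0.02, incubated with compound 24 h at 30 C. ATP luminescence quantified growth; inhibitors of toxicity appear as activators.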
TDP-43 yeast inh = rescues yeast growth from TDP-43 toxicity; 410,000 tested, 1.8% active; Potency, µM (series often up to 46.1 µM), without a hit: at the top dose growth rescue (activation), most hits filed as activators; TDP-43 expressing yeast growth rescue, BacTiter-Glo, 24 h; AID 652104; note: % of control where 0% means no effect; nearly all actives have a fitted effect of over 50% in size
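Galactose-induced TDP-43 yeast, OD600=0.02, compound pinned; 24 hr, 30 deg C; BacTiter-Glo luminescence for growth. Inhibitors of TDP-43 toxicity read as activators.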
* = called active by the depositor; i = inactive; u = inconclusive; x = no result given; & = joins results of further samples; [ ] = remark or other dose. Calls come from the whole dose curve; as a rule, active = well fitted curve in the direction sought with a large enough effect; inconclusive = small, poorly fitted or top-dose-only effect, or another doubt; inactive = no such curve, though single readings can be large; an effect the other way counts as inactive or inconclusive. Potency is the fitted concentration of half-maximal effect.

SMILES	EPAC2 antag	EPAC1 antagonist	EPAC1 ag	PTHR1 ag	EPAC2 ag	FUS suppressor	aSyn rescue	TDP-43 yeast inh
c1cncc(CNC2=NCCC2)c1	-0.5%	5.4%	-3.5%	-3.9%[57.5 µM]	-4.4%	-7.7%	0.8%	2.8%
CCOc1ccc2nc(NC(=O)c3cccn(Cc4ccccc4Cl)c3=O)sc2c1	x	x	x	i	x	-21.9%	u	u
CCCCN=Cc1c(O)n(-c2c(C)cc(C)cc2C)c(=O)[nH]c1=O	7.3%	2.8%	-4.2%	i	3.8%	3.7%	3.6%	23.9%
Cc1cc(/C=C2/C(=O)NC(=O)N(c3ccccc3)C2=O)c(C)n1-c1ccc(F)cc1	11.5%	-26.0%	-0.1%	i	-1.3%	x	-2.2%	-6.7%
O=C(c1ccc(C(F)(F)F)cc1)C1CCCN(Cc2ccc(CO)o2)C1 (configuration not stated)	33.8%[activator]	u	-10.9%	-21.8%	12.2%	-10.8%	7.8%	-18.1%
CC(C)(C)c1ccccc1O	-10.6%	-8.3%	-23.0%	i	10.2%	-46.7%	11.6%	22.0%
COc1cccc(C2(O)CCN(Cc3ccncc3)CC2)c1	-4.2%	0.6%	2.9%	-2.4%	13.9%	5.7%	10.8%	13.9%
CC(C)(O)/C=C/C(=O)[C@](C)(O)C1[C@H](O)C[C@@]2(C)C3CC=C4C(C[C@H](O)[C@@H](O)C4(C)C)[C@]3(C)C(=O)C[C@]12C (some centres not stated)	-9.3%	-24.3%	-6.5%	-25.1%	2.0%	-5.5%	2.7%	9.9%
Cn1cc(C(=O)OCC(=O)Nc2ccccc2Cl)c2ccccc21	-6.7%	-5.5%	3.9%	-6.1%	16.2%	1.3%	-4.1%	-2.7%
C=CCN1CCc2cccc3c2[C@H]1Cc1ccc(O)c(O)c1-3	-10.2%	-19.4%	9.2%	-12.8%	7.1%	23.5%	14.1%&-1.8%	x
O=C(Nc1ccccc1OC(=O)N1CCCCC1)N1CCCCC1	7.4%	16.2%	0.0%	-7.6%[57.5 µM]	5.3%	11.3%	1.1%	-3.5%
Nc1nc(N)nc(-c2ccc(Oc3ccccc3)cc2)n1	-15.3%	-8.6%	11.9%	-26.6%	20.4%	-0.9%	-46.5%[inhibitor]	9.2%
O=[N+]([O-])c1cc(S(=O)(=O)c2ccc(O)c([N+](=O)[O-])c2)ccc1O	3.9%	-11.7%	-2.2%	i	2.8%	-6.9%	1.6%	-3.6%
COc1ccc(C(c2nnnn2C(C)(C)C)N2CCC3(CC2)C(=O)NCN3c2ccccc2)cc1 (configuration not stated)	7.3%	-3.3%	-1.3%	-20.4%	11.0%	-19.0%	-1.6%	5.0%
CCOC(=O)C1=CC(=C2C(=O)N(CC)C(=S)N(CC)C2=O)c2ccccc2O1	-2.1%	9.2%	11.6%	i	-3.1%	25.9%	-1.1%	-0.3%

In the list so far, these have an aryl methoxy group.
SMILES	EPAC2 antag	EPAC1 antagonist	EPAC1 ag	PTHR1 ag	EPAC2 ag	FUS suppressor	aSyn rescue	TDP-43 yeast inh
COc1cccc(C2(O)CCN(Cc3ccncc3)CC2)c1	-4.2%	0.6%	2.9%	-2.4%	13.9%	5.7%	10.8%	13.9%
COc1ccc(C(c2nnnn2C(C)(C)C)N2CCC3(CC2)C(=O)NCN3c2ccccc2)cc1 (configuration not stated)	7.3%	-3.3%	-1.3%	-20.4%	11.0%	-19.0%	-1.6%	5.0%

Single entries from above:
Value for CC(C)(O)/C=C/C(=O)[C@](C)(O)C1[C@H](O)C[C@@]2(C)C3CC=C4C(C[C@H](O)[C@@H](O)C4(C)C)[C@]3(C)C(=O)C[C@]12C (some centres not stated) in PTHR1 ag: -25.1%
Value for CCCCN=Cc1c(O)n(-c2c(C)cc(C)cc2C)c(=O)[nH]c1=O in FUS suppressor: 3.7%
Value for C=CCN1CCc2cccc3c2[C@H]1Cc1ccc(O)c(O)c1-3 in EPAC2 ag: 7.1%
Value for COc1ccc(C(c2nnnn2C(C)(C)C)N2CCC3(CC2)C(=O)NCN3c2ccccc2)cc1 (configuration not stated) in TDP-43 yeast inh: 5.0%

(next part)
SMILES	EPAC2 antag	EPAC1 antagonist	EPAC1 ag	PTHR1 ag	EPAC2 ag	FUS suppressor	aSyn rescue	TDP-43 yeast inh
C[C@H]1O[C@@H](OC2CC[C@]3(C=O)[C@H]4CC[C@]5(C)[C@@H](C6=CC(=O)OC6)CC[C@]5(O)[C@@H]4CC[C@]3(O)C2)CC2OC(C)(C)OC21 (some centres not stated)	11.1%	-10.0%	3.6%	-30.2%[inhibitor]	-2.2%	4.9%	-0.5%	14.7%
CSc1ccc(C(=O)C2CCCN(Cc3cccnc3)C2)cc1 (configuration not stated)	10.6%	-11.6%	-5.4%	-20.0%	17.8%	2.1%	-2.1%	-9.6%
O=C(Nc1cccc(Cl)c1)c1c(O)c2c(n(Cc3ccco3)c1=O)CCCC2	4.6%[57.1 µM]	3.3%	-4.7%	i	-1.0%	0.8%	3.3%	-0.6%
Cc1nc2ccccc2c(=O)n1-c1ccccc1[N+](=O)[O-]	24.3%	-26.9%	-17.1%	-11.3%	8.6%	-32.3%	-8.3%	-2.0%
Cc1ccc(N)c(C(=O)c2ccc(Br)cc2)c1	u	-28.6%	-0.1%	i	19.5%	-2.0%	3.9%	-3.9%[0.397 µM]
CCC(=NCCc1ccccc1)c1c(O)[nH]c(=O)[nH]c1=O	-1.2%	3.2%	0.1%	-20.8%	4.4%	8.3%	1.3%	-9.0%
CCSc1nnc(NC(=O)c2cccn(Cc3ccccc3Cl)c2=O)s1	x	x	x	i	x	-13.9%	17.8%	0.0%
COC(=O)C1=C(C)N(Cc2ccco2)C(=O)/C1=C\c1ccc(N(C)C)cc1	u	0.7%	5.6%	-20.2%	-47.1%[inhibitor]	x	-0.3%	-9.7%
O=C1c2ccccc2-n2nnnc2C2c3ccccc3-n3nncc3CN12 (configuration not stated)	7.4%	16.9%	-16.7%	-21.5%	2.7%	-23.9%	-5.7%	12.7%

Two entries from above, as a markdown table:
| Molecule | EPAC2 antag | EPAC1 antagonist | EPAC1 ag | PTHR1 ag | EPAC2 ag | FUS suppressor | aSyn rescue | TDP-43 yeast inh |
| --- | --- | --- | --- | --- | --- | --- | --- | --- |
| O=C(Nc1cccc(Cl)c1)c1c(O)c2c(n(Cc3ccco3)c1=O)CCCC2 | 4.6%[57.1 µM] | 3.3% | -4.7% | i | -1.0% | 0.8% | 3.3% | -0.6% |
| Cc1nc2ccccc2c(=O)n1-c1ccccc1[N+](=O)[O-] | 24.3% | -26.9% | -17.1% | -11.3% | 8.6% | -32.3% | -8.3% | -2.0% |

Bioassay records: PubChem BioAssay, National Center for Advancing Translational Sciences (NCATS)

This is a subset; rates above refer to the full screens.
